Bcl-B displacement: displacers of TR3 peptide from Bcl-B, primary screen, selectivity assay for Bfl-1 inhibitor project, biochemical, fluorescence polarization | AID 748, 2007 | Bcl-2-like protein 10 (Homo sapiens) | one-dose displacement, % at 20 µM; IC50 in µM for titrated hits | FP displacement of FITC-TR3 peptide from Bcl-B; higher % means a stronger effect | 96,000 compounds, 0.11% hits;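 active = displacement above 50% at 20 µM plus a fluorescence interference ratio under 1.5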;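 note: plate controls were wells without compound for no effect and wells lacking Bcl-B protein for full effect; a part of the inactive calls stands beside numbers as strong as those of hits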
IL1B NFkB inh: inhibitors of IL-1B driven NFkB p65 nuclear import, primary screen, imaging, HUVEC, IL-1B stimulus, high-content imaging; HUVEC IL-1B NFkB p65 nuclear translocation imaging; inhibition, % at 2 µM; 94,000 compounds, 0.43% hits; AID 796, 2007;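 active = inhibition above about 30% together with a positive call from visual inspection of the well image, limit read from the data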;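 note: nuclear over cytoplasmic p65 intensity ratio measured by imaging; 0% = IL-1B stimulated DMSO wells and 100% = unstimulated DMSO wells; values of inactives mirror those of a sister screen read the other way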
NFkB transloc pot: enhancers of NFkB p65 translocation in HUVEC – imaging, IL-1B stimulus, high-content imaging, primary screen; 94,000 compounds, 0.3% hits; AID 819, 2007; activation, % at 2 µM; HUVEC IL-1B NFkB p65 nuclear translocation imaging;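 active = activation above 40%, about the mean plus 3 SD, also judged a hit on visual image review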;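 note: percent activation is computed from the nuclear over cytoplasmic p65 intensity ratio; values of inactives mirror those of a sister screen read the other way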
MRP resist rev: reversal of MRP1-mediated doxorubicin resistance, primary screen, H69AR cells, doxorubicin co-treatment; H69AR cells + 2 uM doxorubicin, CellTiter-Glo, 72 h; differential viability (reversal), % at 10 µM; 85,000 compounds, 0.04% hits;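 active = viability drop by adding the cancer drug above about 55%, with treated viability meeting a 40% cutoff, limit read from the data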;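 note: viability without doxorubicin minus viability with 2 µM doxorubicin for each compound; larger differential means the compound sensitizes cells more to doxorubicin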
PLAP inhibitors HTS: PLAP enzyme inhibitors, biochemical, luminescence, HTS (AID 690). one-dose inhibition, % at 20 µM; IC50 in µM for titrated hits. 96,000 compounds, 0.08% hits. Alkaline phosphatase, placental type (Homo sapiens). purified PLAP, luminescent substrate; higher % means a stronger effect; in the data active = a potency from the dose series; inactive = the rest, 99 in 100 with inhibition below about 30%; note: strong numbers were not always called active
MRP resist rev cytotoxicity: also measured in MRP resist rev; calls as there; viability, %; H69AR cells, CellTiter-Glo, 72 h; measured here: cytotoxicity without doxorubicin
MRP resist rev with doxorubicin: second read-out of MRP resist rev, no call of its own (marks repeat the call); viability, %; measured here: viability with 2 uM doxorubicin; stronger effect = lower value
IL1B NFkB inh cell count 2 µM: recorded beside IL1B NFkB inh, whose call it bears; cell count; measured here: cells passing quality filter;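 raw number of nuclei counted in each imaged well without normalization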
NFkB transloc pot cell count 2 µM: second read-out of NFkB transloc pot, no call of its own (marks repeat the call); cell count; measured here: cells passing quality filter
An asterisk follows results filed as active; . = no result given. Some of the compounds tested, so the mix of outcomes need not match the whole.

Each structure is followed by: Bcl-B displacement, IL1B NFkB inh, IL1B NFkB inh cell count 2 µM, NFkB transloc pot, NFkB transloc pot cell count 2 µM, MRP resist rev, MRP resist rev cytotoxicity, MRP resist rev with doxorubicin, PLAP inhibitors HTS
> CC1(C)CC(=O)C2=C(C1)N(CC1CCCO1)C(=O)C2(NC(=O)c1cccnc1)C(F)(F)F (configuration not stated)
  -1.5%, -4.1, 86, 4.1, 86, 3.6, 96.6, 93.0, -54.5%
> CCOc1ccc(OCc2ccc(C(=O)O)o2)cc1
  -2.6%, -5.2, 97, 5.2, 97, 10.4, 103.6, 93.2, -21.0%
> CCOc1ncccc1C(=O)N(C)CC1COc2ccccc2O1 (configuration not stated)
  0.0%, 9.5, 170, -9.5, 170, -7.7, 84.9, 92.6, 8.2%
> CCOC(=O)C1CCN(C(=O)Nc2ccc3nc(-c4ccco4)c(-c4ccco4)nc3c2)CC1
  95.6%, 1.2, 60, -1.2, 60, -10.8, 37.9, 48.8, -8.2%
> COc1ccc(CCNc2ncnc3c2oc2ccccc23)cc1OC
  6.9%, 4.2, 115, -4.2, 115, -14.7, 66.0, 80.7, 0.2%
> CC1(C)CC(=O)c2sc(NS(=O)(=O)Cc3ccccc3)nc2C1
  ., -9.1, 128, 9.1, 128, 5.5, 105.4, 99.9, .
> CCOc1ccc(-n2c(=O)c3sccc3n(CC(=O)NCc3ccco3)c2=O)cc1
  0.3%, -25.5, 214, 25.5, 214, 13.7, 91.5, 77.8, 16.9%
> COc1ccc(Cn2c3nc4ccccc4nc3c3c(=O)n(Cc4ccco4)cnc32)cc1
  -4.9%, ., ., ., ., -22.8, 82.2, 105.0, -83.1%
> CCN(CC)CCN1C(=O)C(=O)/C(=C(/O)c2ccc(OC(C)C)cc2)C1c1ccncc1 (configuration not stated)
  -6.9%, -16.6, 80, 16.6, 80, 15.5, 93.3, 77.9, 3.2%
> O=C(O)CSc1ncn[nH]1
  -7.8%, 4.1, 150, -4.1, 150, -15.4, 105.3, 120.7, 25.8%
> O=C(NC1CC1)C1C2C3C4CC5C3C5C4C12 (configuration not stated)
  0.2%, -9.9, 130, 9.9, 130, -14.4, 96.6, 111.0, -1.8%
> CSCCC(NC(=O)COc1ccccc1)C(=O)N1CCN(c2ccccc2F)CC1 (configuration not stated)
  1.3%, -27.2, 91, 27.2, 91, 10.9, 92.2, 81.3, -56.6%
> Cc1cn(C2OC(COC(=O)c3ccccc3)C(O)C2O)c(=O)[nH]c1=O (configuration not stated)
  0.0%, 4.5, 119, -4.5, 119, ., ., ., -3.4%
> COc1ccc(S(=O)(=O)N(C)CC(=O)N2CCCCCC2)cc1OC
  -7.6%, -27.7, 116, 27.7, 116, 19.0, 103.1, 84.1, -68.3%
> S=C(c1ccc(-c2ccc(Cl)cc2)o1)N1CCCCC1
  -2.5%, 4.4, 162, -4.4, 162, ., ., ., 29.8%
> CCCOc1ccc(OCCNC2CCCC2)cc1
  -3.6%, ., ., ., ., ., ., ., 11.8%
> COc1cccc(C(=O)NCC(c2cccnc2)N2CCN(c3ccccc3OC)CC2)c1 (configuration not stated)
  ., -10.4, 82, 10.4, 82, ., ., ., .
> CCCC1CCc2c(sc(NC(=O)OCC)c2C#N)C1 (configuration not stated)
  ., -1.6, 91, 1.6, 91, -35.4, 27.7, 63.1, .
> O=C(Cn1c(=O)oc2cc(S(=O)(=O)N3CCCCC3)ccc21)N1CCc2ccccc21
  -0.4%, 7.9, 184, -7.9, 184, ., ., ., 19.8%
> Cc1ccc(Cn2nnc3c(=O)[nH]c(C4CCN(C(=O)c5cccs5)CC4)nc32)cc1
  2.5%, -11.8, 159, 11.8, 159, 11.3, 83.5, 72.2, -11.7%

(listing goes on)
Each structure is followed by: Bcl-B displacement, IL1B NFkB inh, IL1B NFkB inh cell count 2 µM, NFkB transloc pot, NFkB transloc pot cell count 2 µM, MRP resist rev, MRP resist rev cytotoxicity, MRP resist rev with doxorubicin, PLAP inhibitors HTS
> CCc1nnc(NC(=O)CCC(=O)Nc2ccccc2)s1
  32.9%, 1.2, 153, -1.2, 153, 8.3, 101.6, 93.3, 9.5%
> COCCN(CC(=O)NCc1ccc2c(c1)OCO2)C(=O)CCC(=O)Nc1nccs1
  ., -10.0, 128, 10.0, 128, 11.6, 97.3, 85.7, .
> COc1cc2nc(=S)n3[nH]c(CCn4c(C)nc5ccccc54)nc3c2cc1OC
  -4.3%, ., ., ., ., 2.0, 85.0, 83.0, -19.0%
> O=C(/C=C/c1cc([N+](=O)[O-])ccc1OC(F)F)NCc1ccc(Cl)cc1
  0.4%, -27.7, 143, 27.7, 143, ., ., ., 27.2%
> Cc1cc(/C=C2/SC(=O)N(CC(=O)OC(C)C)C2=O)c(C)n1C
  -5.8%, -5.4, 153, 5.4, 153, ., ., ., 2.6%
> Cc1ccc(CNC(=O)c2ccccc2NC(=O)CSc2nnnn2C)cc1
  -3.7%, 7.5, 92, -7.5, 92, ., ., ., 1.9%
> CCOC(=O)N1CCN(S(=O)(=O)c2c(C)cc(C)cc2C)CC1
  9.3%, 11.2, 161, -11.2, 161, 3.6, 100.3, 96.7, -27.4%
> O=C(c1ccccc1)c1ccc(OCCCCN2CCCCC2)cc1
  18.4%, 2.4, 127, -2.4, 127, 31.0, 101.9, 71.0, -46.4%
> C=CCNc1nc2c(c(=O)n(C)c(=O)n2C)n1CCCCCC
  4.7%, -0.2, 152, 0.2, 152, ., ., ., -23.5%
> COc1cccc(-n2c(SCC(=O)NC3CCCC3)nnc2-c2ccco2)c1
  ., -3.5, 103, 3.5, 103, -8.3, 77.3, 85.5, .
> O=c1oc2cc(Br)ccc2n1CSC1=NCCS1
  3.5%, 23.3, 144, -23.3, 144, -1.4, 100.0, 101.4, 7.8%
> CCOC(=O)CON1C(=O)C(C)(C)N(OCC(=O)OCC)C(=O)C1(C)C
  -2.8%, 18.4, 124, -18.4, 124, 1.1, 88.9, 87.8, 7.2%
> Cn1cc(C(=O)Nc2cccc(F)c2)cn1
  -4.2%, 13.9, 171, -13.9, 171, ., ., ., 23.7%
> CCn1cc(C(=O)NCC2CCCO2)c(=O)c2cc(S(=O)(=O)N3CCC(C)CC3)ccc21 (configuration not stated)
  -5.3%, -6.9, 185, 6.9, 185, -1.1, 87.5, 88.6, -44.3%
> CC1=C(C#N)C(Nc2cccc(C)n2)(C(F)(F)F)C(=O)N1 (configuration not stated)
  0.7%, -16.2, 98, 16.2, 98, 6.0, 99.9, 93.8, -8.4%
> CC(C)(C)NC(=O)C1CCN(S(=O)(=O)c2ccc(Br)cc2)CC1
  -9.7%, -10.8, 115, 10.8, 115, 7.5, 101.3, 93.8, 20.9%
> C=CCC(C)(NCc1ccccc1)c1ccccc1 (configuration not stated)
  -4.9%, -9.0, 139, 9.0, 139, ., ., ., 11.2%
> CCOC(=O)Cn1c(=O)oc2cc(S(=O)(=O)N(C)Cc3ccco3)ccc21
  -3.7%, -3.7, 63, 3.7, 63, 11.8, 100.1, 88.3, 19.0%
> COC(=O)c1ccccc1NC(=O)/C=C/c1cc(OC)c(OC)c(OC)c1
  3.5%, -8.6, 152, 8.6, 152, 12.3, 90.3, 78.0, -16.4%
> CCCOC(=O)C(C)n1c(-c2ccccc2)nc2ccccc2c1=O (configuration not stated)
  -0.4%, -1.6, 113, 1.6, 113, ., ., ., -24.0%

Further structures.
Each structure is followed by: Bcl-B displacement, IL1B NFkB inh, IL1B NFkB inh cell count 2 µM, NFkB transloc pot, NFkB transloc pot cell count 2 µM, MRP resist rev, MRP resist rev cytotoxicity, MRP resist rev with doxorubicin, PLAP inhibitors HTS
> COC(=O)c1ccc(CSc2nnc(CNC(=O)COc3ccc(Cl)cc3)o2)o1
  8.6%, -12.1, 157, 12.1, 157, 11.4, 98.5, 87.1, -4.1%
> CCOC(=O)Cc1csc(N/N=C\c2cccc(Br)c2)n1
  -16.2%, -1.7, 163, 1.7, 163, ., ., ., -16.4%
> CCOC(=O)N1CCC(N2Cc3cccc(C(=O)Nc4ccc(F)cc4)c3C2=O)CC1
  4.8%, -6.5, 172, 6.5, 172, ., ., ., -32.7%
> COc1ccc(S(=O)(=O)NCCC(=O)NCc2ccc(F)cc2)cc1
  -7.5%, -12.2, 159, 12.2, 159, -2.0, 87.2, 89.2, 11.0%
> CC(C)CC(NC=C1C(=O)OC(C)(C)OC1=O)C(=O)O (configuration not stated)
  3.0%, -15.5, 106, 15.5, 106, 4.9, 89.8, 84.8, .
> CC1Cc2ccccc2N1C(=O)C1CCCN(S(=O)(=O)c2cccc3nsnc23)C1 (configuration not stated)
  9.0%, -3.5, 112, 3.5, 112, ., ., ., -20.0%
> Cc1nnc(-c2cnn(C)c2N)n1Cc1cccc(Cl)c1
  0.7%, -4.4, 63, 4.4, 63, 15.7, 106.4, 90.7, 12.3%
> CSc1nnc(-c2cnccn2)n1CCCN1CCCC1=O
  0.2%, ., ., ., ., 14.1, 98.7, 84.6, 4.7%
> COc1ccc(OCC(=O)NNC(=O)c2ccccn2)cc1
  -1.4%, -3.8, 130, 3.8, 130, ., ., ., -145.0%
> O=S(=O)(/C=C/c1ccccc1)N1CCN(c2cccc(Cl)c2)CC1
  5.4%, -10.8, 97, 10.8, 97, -5.6, 70.7, 76.2, 48.0%
> Cc1cccc(OCC(=O)O/N=C(\N)c2ccccn2)c1C
  13.3%, 14.9, 151, -14.8, 151, 9.2, 102.4, 93.2, -3.6%
> Cc1ccc(C(=O)CC(C(=O)O)n2cccn2)cc1 (configuration not stated)
  6.1%, ., ., ., ., -0.7, 101.1, 101.8, -2.6%
> CCCNC(=O)NC(=O)COC(=O)c1oc2ccc(OCC)cc2c1C
  -11.9%, -8.5, 177, 8.5, 177, -7.8, 94.9, 102.8, 22.5%
> CCOC(=O)CSc1nc2ccccc2c(=O)n1Cc1ccco1
  3.0%, ., ., ., ., 20.0, 92.7, 72.8, 0.6%
> O=C(O)C1CCN(C(=O)COc2ccc3c4c(c(=O)oc3c2)CCC4)CC1
  1.0%, 3.1, 173, -3.1, 173, 14.8, 106.2, 91.4, -39.0%
> c1ccc2c(c1)CNc1ccccc1C2
  -1.5%, 13.2, 164, -13.2, 164, -1.6, 91.4, 93.0, 23.1%
> COc1ccccc1OCC(O)Cn1c(Br)nc2c1c(=O)[nH]c(=O)n2C (configuration not stated)
  -5.9%, -19.7, 175, 19.7, 175, -7.8, 82.8, 90.6, 7.7%
> COc1ccc(-n2c(-c3ccco3)n[nH]c2=S)cc1
  20.0%, -4.3, 107, 4.3, 107, -1.0, 91.1, 92.2, -37.5%
> CCOc1ccccc1NC(=O)/C=C/C(N)=O
  6.3%, ., ., ., ., -3.7, 1.3, 5.1, 21.3%
> O=C1c2ccccc2C(=O)N1CCCc1nc(-c2ccncc2)no1
  -5.9%, -4.8, 148, 4.8, 148, 0.8, 89.0, 88.2, 8.4%

Remaining list, next part.
Each structure is followed by: Bcl-B displacement, IL1B NFkB inh, IL1B NFkB inh cell count 2 µM, NFkB transloc pot, NFkB transloc pot cell count 2 µM, MRP resist rev, MRP resist rev cytotoxicity, MRP resist rev with doxorubicin, PLAP inhibitors HTS
> O=S(=O)(c1ccccc1Cl)N1CCC(O)(c2ccc3c(c2)OCO3)CC1
  2.3%, 2.6, 98, -2.6, 98, ., ., ., -14.8%
> C=CCNC(=O)NC(=O)COC(=O)COc1ccc(Br)cc1F
  -6.1%, -20.1, 133, 20.1, 133, -9.9, 87.2, 97.1, 11.0%
> CC1CCN(C(=O)Cn2cc3c(n2)CCCC3)CC1
  -1.4%, -3.0, 42, 3.0, 42, 13.0, 101.4, 88.3, 2.9%
> CC(C)O/C(=N\S(=O)(=O)c1ccc(Cl)cc1)c1ccccc1
  -3.6%, -14.8, 76, 14.8, 76, 7.2, 92.7, 85.5, 35.1%

Screens deposited in PubChem BioAssay by several laboratories.
